Assay outcomes deposited in PubChem by NMMLSC.
T cell HTS: T cell immune modulation candidate; calls only at 7 µM; 2C CD8+ T cell-vesicle binding, flow cytometry; active compounds read low; 0.068% of 330,000 active; AID 2052;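 active means response, share of CD8 T cells binding vesicles, and their 90th percentile fluorescence all below set limits, cut at about 80% in these data, passing the limit was not always enough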
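material = purified 2C TCR transgenic mouse naive CD8+ T cells | controls = Unloaded micro-vesicles (low), QL9 vesicles with 0.7% DMSO (high) | detection = cytometric PE anti-B7-1 and Alexa647 anti-CD8 signals after 1% paraformaldehyde fixation | incubation = binding step 1.5 h, 37 °C, antibody labelling 20 min, ice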
T cell HTS vesicle-bound %: further read-out of T cell HTS, marked with its call; double positive events, %; measured here: CD8+ vesicle-bound cell fraction;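 binding gate set so that unloaded-vesicle control wells show 10% double positive cells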
* = called active by the depositor; i = inactive.

Values in the order – T cell HTS	T cell HTS vesicle-bound %
CCOc1ccc(N2C(=O)c3ccccc3NC2(C)CC)cc1 (stereo unspecified)
 : i	14.9
COc1ccc(CCN2CC(C(=O)OC(C)C(=O)Nc3cccc(Cl)c3)CC2=O)cc1OC (stereo unspecified)
 : i	26.2
O=C(CCCOc1ccc(Cl)cc1Cl)NCCc1nnc2ccccn12
 : i	54.3
Cc1ccc(N(CC(=O)NC2CCCCC2)S(=O)(=O)c2c(C)noc2C)cc1
 : i	14.0
O=C1CN(C(=O)COC(=O)CCc2ccccc2)c2ccccc2N1
 : i	44.2
COc1cc(NC(=O)Nn2cnnc2)cc(OC)c1OC
 : i	25.4
Cc1c([N+](=O)[O-])cc(C(=O)Nc2ccc(NC(=O)c3ccco3)cc2)cc1[N+](=O)[O-]
 : i	20.3
O=C(c1cc2cc(F)ccc2[nH]1)N1CCc2ccccc2C1
 : i	7.7
O=C(Nc1ccc(-c2csc(Nc3ccccc3)n2)cc1)c1ccccc1
 : i	12.4
CC(=O)N1c2ccc(S(=O)(=O)N3CCC(C(=O)Nc4cccc(C)c4C)CC3)cc2CC1C (stereo unspecified)
 : i	37.8
Cc1cc(C(=O)NCCc2ccc(S(N)(=O)=O)cc2)c(C)o1
 : i	26.6
COc1cccc(N2CCN(S(=O)(=O)c3cn(C)cn3)CC2)c1
 : i	11.8
Cc1ccc2oc(C(=O)NCc3ncc(C)[nH]3)c(C)c2c1
 : i	22.4
CCN(CC(=O)Nc1ccc(NC(C)=O)cc1)C(=O)c1ccc(=O)n(C)n1
 : i	25.2
CCCCS(=O)(=O)N1CCCC(C(=O)Oc2ccccc2OC)C1 (stereo unspecified)
 : i	51.5
COc1ccc(CCNC(=O)c2cc(Cl)nc3ccccc23)cc1
 : i	61.6
COc1cc(Cl)ccc1OCc1cc(C(=O)N2CCCCCCC2)no1
 : i	20.7
COc1ccccc1CN1CCC(n2nccc2NC(=O)c2ccccc2Cl)CC1
 : i	6.9
CSc1ncc(C(=O)Nc2ccccc2C)c(C)n1
 : i	28.0
CCN(CC)c1ccc(NC(=O)CNCc2ccccc2Cl)c(C)c1
 : i	4.8
O=C(NCc1ccc(Cl)cc1)c1cc2ccccc2oc1=O
 : i	46.1
O=C(NC(Cc1ccccc1)C(=O)N1CCN(S(=O)(=O)c2ccccc2F)CC1)c1ccccc1 (stereo unspecified)
 : i	17.2
CS(=O)(=O)N1CCC(C(=O)Nc2cccc(Cl)c2Cl)CC1
 : i	58.9
Cc1cc(NS(=O)(=O)c2ccc(NC(=O)CCCOc3cccc(C)c3C)cc2)no1
 : i	29.0
CC(C)NC(=O)Nc1ccc2c(c1)C(=O)N([C@H](C)CO)C[C@H](C)[C@@H](CN(C)S(=O)(=O)c1ccccc1)O2
 : i	40.4
O=C(CCS(=O)(=O)c1ccc2c(c1)NC(=O)CS2)NCc1cccs1
 : i	4.2
Cc1ccc(N2C(=O)NC(NS(=O)(=O)c3ccccc3)(C(F)(F)F)C2=O)cc1 (stereo unspecified)
 : i	27.6
COc1ccccc1CCNC(=O)CNC(=O)c1ccc2ccccc2c1
 : i	15.9
O=C(O)CCC(=O)N1CCN(c2nc(-c3ccccc3)c3ccccc3n2)CC1
 : i	15.7
C[C@@H]1CCC(=O)N(C[C@@H](C)CSc2ccc(Br)cc2)CC1
 : i	22.2
CC(=O)N1CCN(c2ccc(NC(=O)c3ccc(Cl)c(Cl)c3)cc2)CC1
 : i	65.0
CCN1CCc2c(sc(NC(=O)C3CCCCC3)c2C(=O)OC)C1
 : i	8.2
CC(=O)N1CCN(C(=O)c2ccc(NS(=O)(=O)c3cc(C)ccc3C)cc2)CC1
 : i	55.2
COc1ccc(OC)c(C2Nc3ccccc3NC3=C2C(=O)CC(C)(C)C3)c1 (stereo unspecified)
 : i	51.0
Cc1ccc(S(=O)(=O)N2CCOCC2)cc1C(=O)Nc1cccc(C(=O)NC2CC2)c1
 : i	47.8
CCOc1ccc(-c2c(C(=O)N/N=C/c3ccco3)nnn2-c2nonc2N)cc1
 : i	26.7
COc1ccc(COCC(O)CN2CCN(S(=O)(=O)c3ccc(C(C)C)cc3)CC2)cc1 (stereo unspecified)
 : i	12.8
CCC(C)NC(=O)CNC(=O)c1nn(-c2ccc(OC)c(Cl)c2)c(=O)c2ccccc12 (stereo unspecified)
 : i	39.9
CC(=O)c1cccc(NC(=O)CN(C)S(=O)(=O)c2cccc3nsnc23)c1
 : i	13.3
CCN(CC(=O)Nc1ccc(NC(C)=O)cc1)C(=O)CN1C(=O)NC2(CCCC2)C1=O
 : i	38.1
CC[C@@]1(C(=O)OC)N[C@H](CN(C)C(=O)COc2ccccc2)[C@@H]2C(=O)N(Cc3ccccc3)C(=O)[C@@H]21
 : i	14.4
CC(=O)COc1cc2c(-c3cc4ccccc4o3)cc(=O)oc2cc1C
 : i	19.6
Cc1ccc(S(=O)(=O)NC(=O)COc2ccccc2C)c(C)c1
 : i	26.2
NS(=O)(=O)c1ccc(CNC(=O)c2ccc(C(=O)c3ccccc3)cc2)cc1
 : i	54.2
Cc1ccc(-n2ncc(Cl)c2C(=O)NCc2ccccc2)cc1
 : i	12.4
COc1cc(/C=C/C(=O)OCC(=O)NC(=O)NC2CCCCC2C)ccc1OC(F)F (stereo unspecified)
 : i	44.1
CC(C)Oc1ccc(C(=O)NCCNC(=O)c2ccco2)cc1
 : i	35.5
CCCCNC(=O)O[C@@H]1C[C@H]2CCC(=O)N3CC[C@@H](C1)[C@@H]23
 : i	24.7
O=C(NOCc1ccccc1)c1ccc([N+](=O)[O-])cc1
 : i	22.2
O=C(NC1CCN(C(=O)c2ccccc2Br)CC1)c1ccccc1
 : i	25.0
COc1ccc(CN(CC(=O)NCc2ccc(F)cc2)C(=O)CCC(=O)Nc2nccs2)cc1
 : i	18.2
COc1ccccc1N1C(=O)c2ccc(C(=O)Nc3cccc(C(C)=O)c3)cc2C1=O
 : i	19.6
Cc1cccc(-n2ncc3c2CCCC3NC(=O)C2(C(N)=O)CC2)c1C (stereo unspecified)
 : i	21.6
CC(c1ccc(O)cc1)(c1ccc(O)cc1)c1ccc(CCBr)cc1
 : i	21.2
COc1ccc(-c2noc(N3CCC(C(=O)Nc4cc(OC)c(OC)c(OC)c4)CC3)n2)cc1
 : i	6.8
CC(=O)C1=C(O)C(=O)N(c2ccc(O)cc2)C1c1ccc(Cl)cc1 (stereo unspecified)
 : i	43.6
CC(C)(C)OC(=O)N[C@@H](C(=O)OC(C)(C)C)c1ccc(C(F)(F)F)cc1
 : i	27.0
O=C(CN1CCN(S(=O)(=O)c2ccc(F)cc2)CC1)N1CCOCC1
 : i	19.3
CC(NC(=O)COc1cccnc1[N+](=O)[O-])c1ccc(Cl)cc1Cl (stereo unspecified)
 : i	41.0
CN(Cc1ccccn1)C(=O)c1ccc2nc(Cc3cccc(Cl)c3)oc2c1
 : i	31.0

Later entries
| molecule | T cell HTS | T cell HTS vesicle-bound % |
| --- | --- | --- |
| CC(C)Cc1ccc(CN2CCCC(NC(=O)c3ccnn3C)C2)cc1 (stereo unspecified) | i | 23.0 |
| COc1cc(OC)c(OC)cc1CNCC1COc2ccccc2O1 (stereo unspecified) | i | 20.4 |
| O=C(Nc1ccc(S(=O)(=O)N2CCCC2)cc1)c1cncc(Br)c1 | i | 39.2 |
| COc1ccccc1N1CCN(c2ccc([N+](=O)[O-])cn2)CC1 | i | 33.3 |
| Nc1nnc(SCC(=O)NCC(=O)Nc2ccc(F)c(F)c2F)s1 | i | 4.2 |
| CCOC(=O)C(C)N(c1ccccc1Cl)S(C)(=O)=O (stereo unspecified) | i | 20.4 |
| O=C1CSc2ccc(S(=O)(=O)NCc3ccc(Cl)cc3)cc2N1 | i | 33.8 |
| CC(C)Oc1ccc(OCCn2c(S(=O)(=O)O)nc3c(N)ncnc32)cc1 | i | 19.3 |
| COCc1nnc(NC(=O)C2CC(=O)N(CCc3ccc(F)cc3)C2)s1 (stereo unspecified) | i | 30.4 |
| Cc1cccc(CN2C(=O)c3ccccc3Sc3ccc(C(=O)NCCCN4CCOCC4)cc32)c1 | i | 28.9 |
| CC(NC(=O)c1ccco1)C12CC3CC(CC(C3)C1)C2 (stereo unspecified) | i | 11.1 |
| Nc1nc(O)c(Sc2ccccc2[N+](=O)[O-])c(=O)[nH]1 | i | 24.8 |
| Cc1c(NS(=O)(=O)c2ccc(F)cc2)c(=O)n(-c2ccccc2)n1C | i | 28.6 |
| CC(C)(C#CC(O)(c1ccccc1)c1ccccc1)N1CCCCC1 | i | 8.8 |
| CS(=O)(=O)Nc1nnc(CCc2ccccc2)s1 | i | 46.8 |
| Cc1cc(OCC(=O)OCC(=O)Nc2cc(S(=O)(=O)N3CCOCC3)ccc2Cl)ccc1Cl | i | 24.6 |

Random excerpt: 5 compounds from above, in no set order.
| molecule | T cell HTS | T cell HTS vesicle-bound % |
| --- | --- | --- |
| COc1ccccc1CCNC(=O)CNC(=O)c1ccc2ccccc2c1 | i | 15.9 |
| CC(=O)COc1cc2c(-c3cc4ccccc4o3)cc(=O)oc2cc1C | i | 19.6 |
| COc1ccc(CCNC(=O)c2cc(Cl)nc3ccccc23)cc1 | i | 61.6 |
| Cc1ccc(S(=O)(=O)N2CCOCC2)cc1C(=O)Nc1cccc(C(=O)NC2CC2)c1 | i | 47.8 |
| COc1cccc(N2CCN(S(=O)(=O)c3cn(C)cn3)CC2)c1 | i | 11.8 |

(listing goes on)
| molecule | T cell HTS | T cell HTS vesicle-bound % |
| --- | --- | --- |
| CCOc1ccc(S(=O)(=O)c2c[nH]c3ccc(C)cc3c2=O)cc1 | i | 63.7 |
| Cc1cc(Br)ccc1NC(=O)CN(C)C(=O)CN1C(=O)NC(C)(C2CC2)C1=O (stereo unspecified) | i | 41.4 |
| CCN(CC(=O)Nc1ccc(NC(C)=O)cc1)C(=O)c1cccc(-n2cccc2)c1 | i | 39.7 |
| O=C(c1cccc(S(=O)(=O)N2CCN(c3ccccc3)CC2)c1)N1CC=C(c2ccccc2)CC1 | i | 52.0 |
| O=C(N/C(=C\c1cccc(Br)c1)C(=O)N1CCOCC1)c1ccco1 | i | 18.9 |
| CCC1CCCCN1Cc1c(O)ccc2c(=O)c(-c3ccccc3)coc12 (stereo unspecified) | i | 4.9 |
| CCOc1cc(C(=O)Nc2cc3c(cc2N2CCCC2)n(C)c(=O)n3C)cc(OCC)c1OCC | i | 55.4 |
| CNC(=O)COC(=O)c1ccc2c(c1)NC(=O)C1CCCN21 (stereo unspecified) | i | 51.4 |
| COc1ccc(CNC(=O)COC(=O)c2cccc(S(=O)(=O)N3CCOCC3)c2)cc1 | i | 54.4 |
| Cn1cccc1/C=N\NC(=O)C1COc2ccc(C(C)(C)C)cc2O1 (stereo unspecified) | i | 51.4 |
| O=C(NC1CCCC1)C(c1ccccn1)N(C(=O)c1csnn1)c1ccc(F)cc1 (stereo unspecified) | i | 39.8 |
| COc1ccc(NS(=O)(=O)c2cccc(C(=O)OCC(=O)NC3CC3)c2)cc1 | i | 16.8 |
| CC(=O)c1ccc(S(=O)(=O)Nc2ccc(-n3cnnn3)cc2)cc1 | i | 29.6 |
| O=C(NCc1ccc(/C=N\NC(=O)C(=O)Nc2ccccc2Br)o1)C(=O)Nc1ccccc1 | i | 33.0 |
| COc1cccc(C2C(C(=O)OC(C)C)=C(C)N=c3s/c(=C\c4ccc(C(=O)O)cc4)c(=O)n32)c1 (stereo unspecified) | i | 45.8 |
| O=C(N/C(=C\c1ccc2c(c1)OCO2)C(=O)N1CCOCC1)c1ccccc1Br | i | 20.6 |
| CCCCC(C(=O)NC1CCCC1)N(C(=O)c1snc(C(N)=O)c1N)c1ccc(C)cc1 (stereo unspecified) | i | 9.8 |
| COc1cc(C(=O)NCC(c2ccco2)N2CCOCC2)cc(OC)c1OC (stereo unspecified) | i | 7.7 |
| CCCCc1nnc(NC(=O)Cc2ccc(OC)c(S(=O)(=O)N3CCOCC3)c2)s1 | i | 41.4 |
| CCN(c1ccc(C(=O)CSc2nnc(C3CC3)n2C2CC2)cc1)S(C)(=O)=O | i | 27.4 |
| COc1ccc(NC(=O)N(C)C[C@H]2Oc3c(NC(=O)C4CCCCC4)cccc3C(=O)N([C@H](C)CO)C[C@@H]2C)cc1 | i | 8.8 |
| CCn1nc(C)cc1C(=O)OCC(=O)c1ccc(Cl)cc1 | i | 8.1 |
| COc1ccc(CC(CN)c2ccccc2)cc1 (stereo unspecified) | i | 6.3 |
| COc1ccc2nc(C3CCCCC3)nc(C3CCCCC3)c2c1 | i | 25.3 |

Part of the list above in another layout.
molecule: COc1ccc(CC(CN)c2ccccc2)cc1 (stereo unspecified)
  T cell HTS: i | T cell HTS vesicle-bound %: 6.3
molecule: CCN(c1ccc(C(=O)CSc2nnc(C3CC3)n2C2CC2)cc1)S(C)(=O)=O
  T cell HTS: i | T cell HTS vesicle-bound %: 27.4
molecule: CCCCc1nnc(NC(=O)Cc2ccc(OC)c(S(=O)(=O)N3CCOCC3)c2)s1
  T cell HTS: i | T cell HTS vesicle-bound %: 41.4
molecule: CCn1nc(C)cc1C(=O)OCC(=O)c1ccc(Cl)cc1
  T cell HTS: i | T cell HTS vesicle-bound %: 8.1

(continued)
| molecule | T cell HTS | T cell HTS vesicle-bound % |
| --- | --- | --- |
| O=C(NNC(=O)c1ccc(Br)s1)NC1CCCCC1 | i | 61.1 |
| O=C(/C=C/c1cccc([N+](=O)[O-])c1)c1ccc([N+](=O)[O-])o1 | i | 29.4 |
| CCOc1ccc2nc(NC(=O)CSc3cn[nH]n3)sc2c1 | i | 41.4 |
| O=C(NCCc1c[nH]c2ccccc12)c1ccccc1 | i | 34.2 |
| CN1CCN(S(=O)(=O)c2ccc([N+](=O)[O-])cc2)CC1 | i | 30.0 |
| CC(=O)Nc1cccc(O)c1 | i | 31.2 |
| Cc1cc(=O)oc2c(C)c(OC(C)C(=O)NC(Cc3c[nH]c4ccc(O)cc34)C(=O)O)ccc12 (stereo unspecified) | i | 26.3 |
| Cc1c(C(=O)N2CCN(S(=O)(=O)c3cccs3)CC2)oc2ccc(F)cc12 | i | 36.2 |
| Cc1ccc(S(=O)(=O)/N=C2\C=C(Nc3ccc(O)cc3)C(=O)c3ccccc32)cc1 | i | 47.0 |

Not all compounds are listed; count on the stated rates, not on these rows.
